Bioassay records as filed in PubChem.
GPR151 activ: human GPR151 activation. Q8TDV0. PathHunter beta-arrestin GPR151 cells, luminescence. AID 1508602. 650,000 tested, 1% active. activation, % at 11.2 µM; in the data active = activation above about 4.9%;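 also: 0% = median of compound wells and 100% = cells with positive control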
MITF primary: inhibitors of human MITF. AlphaScreen MITF homodimerization, bead proximity signal. 650,000 tested, 0.91% active. inhibition, % at 2.6 µM. O75030; in the data active = inhibition above about 50%;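 also: 0% = vehicle wells with protein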
FBW7 act: human FBW7 E3 ligase activation, primary screen. normalized activity (activation), % at 26.1 µM. AlphaScreen FBW7–phospho-cyclin E peptide binding, activator screen. AID 1259310. Q969H0. 650,000 tested, 0.13% active; in the data active = normalized activity above about 1.9%;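 also: purified mutant Fbw7 with reduced substrate affinity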
Target sequence (Q969H0 whole entry, looked up): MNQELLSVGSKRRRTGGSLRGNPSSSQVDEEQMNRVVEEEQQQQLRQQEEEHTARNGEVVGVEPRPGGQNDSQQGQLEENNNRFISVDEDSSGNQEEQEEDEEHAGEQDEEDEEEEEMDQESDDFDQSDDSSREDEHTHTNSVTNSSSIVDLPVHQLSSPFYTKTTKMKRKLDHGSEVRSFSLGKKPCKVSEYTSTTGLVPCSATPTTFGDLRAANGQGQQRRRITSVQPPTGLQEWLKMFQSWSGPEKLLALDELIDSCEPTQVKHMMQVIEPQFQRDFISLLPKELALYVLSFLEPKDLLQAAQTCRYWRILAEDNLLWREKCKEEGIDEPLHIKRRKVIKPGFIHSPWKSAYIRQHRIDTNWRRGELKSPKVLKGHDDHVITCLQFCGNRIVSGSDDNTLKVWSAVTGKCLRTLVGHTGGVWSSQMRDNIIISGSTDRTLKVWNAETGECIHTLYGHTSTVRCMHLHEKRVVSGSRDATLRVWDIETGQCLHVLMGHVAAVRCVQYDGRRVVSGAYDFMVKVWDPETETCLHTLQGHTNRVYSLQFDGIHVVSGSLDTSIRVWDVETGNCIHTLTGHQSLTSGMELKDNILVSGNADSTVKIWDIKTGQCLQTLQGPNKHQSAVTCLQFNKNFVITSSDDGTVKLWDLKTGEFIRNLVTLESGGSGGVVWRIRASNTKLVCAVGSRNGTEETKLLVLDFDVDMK
TEAD-YAP inh: TEAD-YAP interaction inhibition. AID 1259422. inhibition, % at 9.12 µM. HEK-TIYL cells, TEAD-Gal4/YAP UAS-luciferase luminescence. 640,000 tested, 1.4% active; in the data active = inhibition above about 32%;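 also: 0% = median of test compound wells and 100% = reference inhibitor wells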
An asterisk follows results filed as active.

SMILES	GPR151 activ	MITF primary	FBW7 act	TEAD-YAP inh
Cc1ccc(CN2CCN(/N=C/c3ccccc3C(=O)O)CC2)c(C)c1	-1.3	20	0.1	2
CCOc1cc(C2C(C(=O)OCCc3ccccc3)=C(C)NC3=C2C(=O)CC(c2ccccc2)C3)ccc1O (stereo not given)	-0.3	-9	0.2	2
CCOC(=O)N1CCc2c(sc(NC(=O)/C=C/c3ccccc3Cl)c2C(N)=O)C1	1.2	2	0.0	5
Cc1ccc(C23CC4CC(CC(CN5CCCCC5)(C4)C2)C3)cc1	2.5	4	-0.2	-23
Cc1ccc(OCC(=O)N/N=C/c2ccc(O)c([N+](=O)[O-])c2)cc1C	-0.6	-2	-0.1	-3
Nc1nccc(-c2cc(F)c3nc(C4COc5ccc(C(=O)C6CC6)cc5C4)[nH]c3c2)n1 (stereo not given)	-0.2	17	0.1	12
CC(=O)OCCNc1cc(Br)c2noc3c2c1C(=O)c1ccccc1-3	2.2	-9	-0.1	-4
Cc1ccsc1CN1CCc2nnc(CCNC(=O)Cc3ccc(F)cc3)n2CC1	1.3	9	-0.4	-4
Brc1cccc(OCCN2CCNCC2)c1	-2.3	29	-0.7	-10
Cc1ccc(C(CC(=O)c2ccco2)Sc2ccccc2N)cc1 (stereo not given)	-1.8	16	0.1	2
COCCCNC(=O)CCc1nnc(C2(c3ccc(Cl)cc3)CCC2)o1	-0.5	-3	-0.1	2
Cc1ccc(C)c(-c2nnc(NC(=O)c3ccc(C)c(C)c3)o2)c1	-1.6	-9	-0.1	4
O=C(NCc1cccc2ccccc12)NCC1CN(c2ccccc2)C(=O)O1 (stereo not given)	-0.5	-6	-0.1	1
COCC(=O)N1CCOc2ccc(CN3CCN(Cc4ccccn4)CC3)cc2C1	-1.2	18	0.1	4
Cc1ccc2c(Cl)cc(Cl)c(O)c2n1	3.9	-7	-0.2	-1
O=C(CSc1ccc2ccccc2n1)Nc1ccccc1	0.8	-9	0.0	-10
Cc1ccc(Cl)cc1N1CCN(C(=O)CN2C(=O)CCc3ccccc32)CC1	-0.3	-4	-0.1	3
CC1(C)CC(=O)C(C=NC2CCCC2)=C(O)C1	-0.4	-4	-0.1	0
NNc1ccc(/C=C/c2ccc(NN)cc2S(=O)(=O)O)c(S(=O)(=O)O)c1	2.6	50	0.1	5
O=C1C(=O)N(c2ccc(F)cc2)C(c2ccc(Br)cc2)/C1=C(\O)c1ccccc1 (stereo not given)	-0.8	3	-0.1	12
CC(=O)OCC(COC(=O)c1ccccc1Nc1ccnc2cc(Cl)ccc12)OC(C)=O (stereo not given)	-1.3	9	-0.1	-3
O=C(COc1ccc(Cl)cc1)Nc1ccccc1N1CCCC1	3.4	3	-0.2	0
CC(=O)Nc1ccc(CSc2ccccc2)cc1C	-0.7	4	0.0	-54
CN(C)C(=O)CSc1nnc2c(Cl)cc(Cl)cn12	-1.8	-5	-0.1	-1
O=C(Nc1ccc2c(c1)OCO2)c1cc(F)c(F)cc1Cl	0.6	1	-0.1	-49
CC1=C(C(=O)OCCCc2ccccc2)C(c2cccs2)NC(=O)N1C (stereo not given)	0.8	-12	-0.3	-2
CNC(=O)C(=O)Nc1ccccc1Cl	0.2	7	0.0	2
CCN(CC)C(=O)C1CCCN(c2nc(Nc3ccc(N4CCOCC4)cc3)c3ncn(C(C)C)c3n2)C1 (stereo not given)	0.2	18	-0.4	27
COc1ccc(CCN2C(=O)c3ccc(Oc4ccc(Nc5ncnc6ccccc56)cc4)cc3C2=O)cc1OC	6.6*	18	0.4	97*
COc1ccccc1N1CCN(C(c2ccc(C)cc2)c2nnnn2Cc2ccco2)CC1 (stereo not given)	-0.2	10	0.0	-11
Cc1cc(C)cc(NC(=O)CC(C)S(=O)(=O)c2cc3c(cc2C)NC(=O)CO3)c1 (stereo not given)	0.6	11	-0.1	8
O=c1[nH]cc(S(=O)(=O)Nc2ccc(Br)cc2)c(=O)[nH]1	-1.9	2	0.0	7
CCOc1ccccc1OCCCNC(C)(C)C	1.7	30	0.1	-4
COc1ccc(/C=N/NC(=O)Cc2ccc([N+](=O)[O-])cc2)cc1OC	-0.4	5	-0.1	-8
O=C1COc2cc(S(=O)(=O)CCC(=O)N3CCCc4ccccc43)ccc2N1	0.2	5	-0.2	-5
COc1ccc(C(=O)Nc2ccc(NC(=O)Cc3ccccc3)cn2)cc1	-0.4	8	-0.1	1
CC1CCCN(C(=O)c2n[nH]c3ccccc23)C1 (stereo not given)	-1.8	4	1.8	-41
O=C(/C=C/c1ccc(O)cc1)C1(O)CCCCC1	1.7	0	0.5	-4
CC(=O)c1cccc(OCC(=O)N2CCOCC2)c1	0.0	-6	0.0	-5
CN(CC(=O)Nc1ccccc1C(N)=O)S(=O)(=O)c1ccc(Br)cc1	-1.3	-17	0.1	14
COc1cccc(Cn2nnc(C(=O)Nc3ccc(F)c(F)c3)c2N)c1	0.2	16	0.2	0
Cc1cccc(C(=O)Nc2ccc(-c3nc4ncccc4o3)cc2)c1	-0.7	19	0.2	-5
COc1ccc(C(=O)NCc2nc(-c3cccc(C)c3)no2)cc1OC	4.9	7	0.7	10
CC(C)CCNS(=O)(=O)c1ccc(F)c(C(=O)O)c1F	0.7	4	-0.1	-7
O=C(COc1ccc(F)cc1)Nc1ccc2c(c1)OCCO2	-0.3	2	0.9	-79
COC(=O)C(C(=O)OC)c1ccc(S(=O)(=O)N(C)c2ccccc2)cc1[N+](=O)[O-]	0.8	13	0.2	2
CCCCN(C(=O)CNC(=O)c1ccco1)C(C(=O)NC1CCCCC1)c1cccnc1 (stereo not given)	0.6	18	0.0	1
Cc1ccc(CNC(=O)CN2CCN(Cc3ccc(F)cc3Cl)C2=O)cc1	-0.8	-1	-0.1	-6

5 compounds from above, reduced to GPR151 activ.
SMILES | GPR151 activ
CC(C)CCNS(=O)(=O)c1ccc(F)c(C(=O)O)c1F | 0.7
O=C(COc1ccc(F)cc1)Nc1ccc2c(c1)OCCO2 | -0.3
COC(=O)C(C(=O)OC)c1ccc(S(=O)(=O)N(C)c2ccccc2)cc1[N+](=O)[O-] | 0.8
CCCCN(C(=O)CNC(=O)c1ccco1)C(C(=O)NC1CCCCC1)c1cccnc1 (stereo not given) | 0.6
Cc1ccc(CNC(=O)CN2CCN(Cc3ccc(F)cc3Cl)C2=O)cc1 | -0.8

Nothing new here: an excerpt of the list.
SMILES	GPR151 activ	MITF primary	FBW7 act	TEAD-YAP inh
O=C(COc1ccc(F)cc1)Nc1ccc2c(c1)OCCO2	-0.3	2	0.9	-79
COC(=O)C(C(=O)OC)c1ccc(S(=O)(=O)N(C)c2ccccc2)cc1[N+](=O)[O-]	0.8	13	0.2	2
CCCCN(C(=O)CNC(=O)c1ccco1)C(C(=O)NC1CCCCC1)c1cccnc1 (stereo not given)	0.6	18	0.0	1
Cc1ccc(CNC(=O)CN2CCN(Cc3ccc(F)cc3Cl)C2=O)cc1	-0.8	-1	-0.1	-6

(further entries)
SMILES	GPR151 activ	MITF primary	FBW7 act	TEAD-YAP inh
COC(=O)c1c(C)oc2cc(Br)c(OCc3ccccc3F)cc12	0.3	5	-0.2	-8
Cc1cc(N2CCN(CCN3CCOCC3)CC2)n2nc(-c3ccc(F)cc3)cc2n1	1.4	3	-0.2	9
C=CCC(CC=C)(CNC(=O)CCC(=O)O)c1ccccc1	0.2	1	0.1	12
COc1ccccc1/C=C/c1nn2c(-c3cccnc3)nnc2s1	0.6	15	-0.4	-14
C/C(N)=C(/C#N)C(=O)CSc1nc2ccccc2s1	-0.1	10	0.1	-29
CCc1nnc(N/N=C/c2ccc(N3CCC(C)CC3)c([N+](=O)[O-])c2)n1N	0.2	11	-0.2	5
CC(C)Cc1nc2c(nnn2Cc2ccccc2F)c(=O)[nH]1	-0.6	-3	-0.3	6
CCOC(=O)C1CCCN(C(=O)c2cccc(-n3c(=S)[nH]c4cc(Cl)ccc4c3=O)c2)C1 (stereo not given)	6.6*	4	0.1	0
OCCCc1nc2ccccc2n1CC1CCCCC1	0.9	22	0.0	6
CCCCOc1ccc(I)cc1C1NC(=O)NC(C)=C1C(=O)OC (stereo not given)	-1.0	-15	-0.4	-4
O=C(CSc1nc2ccc(Cl)cc2o1)c1ccc(S(=O)(=O)N2CCCC2)cc1	0.2	3	0.0	-2
Cc1ccc2nc(-c3cccc(NC(=O)c4ccc([N+](=O)[O-])o4)c3)oc2c1	-0.6	1	-0.1	6
N=c1oc2ccccc2cc1C(=O)Nc1cccc(F)c1	1.0	19	0.2	-48
CC1CCC(NC(=O)c2ccc3c(=O)n(CCc4ccccc4)c(=O)[nH]c3c2)CC1 (stereo not given)	1.0	9	0.1	2
CCc1cc(NCC2CC2)n2nc3nc(C)cc(C)c3c2n1	2.1	1	-0.3	4
CN(C)CCOc1cc(-c2cnc[nH]2)c(F)cc1NC(=O)C1COc2ccccc2O1 (stereo not given)	-1.0	46	0.2	-2
CC(=O)Nc1nc(-c2cc(C)ccc2C)c(C)s1	2.0	-1	-0.1	7
Cc1ccc(C(=O)NCCNC(=O)CN2CCCCC2)cc1	0.9	-11	-0.1	-2
COc1ccc([N+](=O)[O-])cc1NC(=O)c1sc2nc(C)nc(N3CCN(c4ccccn4)CC3)c2c1C	1.0	3	-0.1	0
N#Cc1ccc(C(=O)Nc2nc(-c3ccc(F)cc3)cs2)cc1	-1.9	0	-0.1	8
NC(=O)c1ccc(NC(=O)CSc2ncnc3c2cnn3-c2cccc(Cl)c2)cc1	-0.7	-5	0.1	5
CCCOC(=O)c1ccc(NS(=O)(=O)c2cccc3nsnc23)cc1	0.8	4	-0.1	-3
O=C(Nc1ccc([N+](=O)[O-])cc1)c1ccccc1F	1.0	4	0.0	-59
CCOc1ccc(S(=O)(=O)N/N=C2/CCCC(=O)C2)cc1	-0.3	16	0.3	-8
Cc1cc(NCCN(C(C)C)C(C)C)nc(-c2ccc(C(=O)N3CCN(C)CC3)cc2)n1	2.3	-6	0.0	-2
CC(C)CCN1CCc2nnc(C(C)NC(=O)C(C)C)n2CC1 (stereo not given)	-0.3	-10	-0.2	-5
O=C1c2ccccc2C(=O)N1CCCCN(C(=O)C12CC3CC(CC(C3)C1)C2)c1ccc(Cl)cc1	0.6	8	0.4	0
CS(=O)(=O)N(Cc1ccccc1)c1ccc(C(=O)NN=C2CCCCC2)cc1	-0.3	1	-0.1	6
CC(C(=O)N1CCc2ccccc21)N1CCN(C)CC1 (stereo not given)	0.4	-9	-0.2	-8
CC(C)CN1C(=O)c2ccc(C(=O)Nc3ccncc3)cc2C1=O	1.6	-11	0.0	23
CS(=O)(=O)Nc1cccc(-c2cnc3c(Nc4cccc(C(F)(F)F)c4)nccn23)c1	-0.8	1	0.5	7
CC(=O)N1CC23C=CC(CC2CC12CCCC2)O3 (stereo not given)	-0.2	-1	0.0	1
Cc1onc(-c2c(F)cccc2Cl)c1C(=O)NCCCO	-0.2	-5	0.1	-11
Oc1ccc(CN2CCN(c3ncccn3)CC2)cc1	-0.2	48	0.3	6
COc1ccc(OC)c(/C=N/N=c2/sc3ccccc3n2C)c1	0.0	4	-0.2	-40
O=C(CN1CCC(C(=O)c2ccc(Cl)cc2)CC1)NC1CCCCC1	0.1	10	0.1	6
CC1CN(c2ccc([N+](=O)[O-])cc2)CCN1S(=O)(=O)c1ccc(Cl)cc1 (stereo not given)	-0.8	16	0.2	-4
Cc1ccc(C2C3=C(CC(C)(C)CC3=O)N(c3ccc(C)c(C)c3)C3=C2C(=O)CC(C)(C)C3)cc1	3.7	-9	0.0	2
O=C1NCCN(C2Cc3ccccc3C2)C1CC(=O)N1CCN(Cc2cccnc2)CC1 (stereo not given)	-0.9	11	0.3	-5
COc1cccc(Oc2c(C)oc3cc(OCC(=O)O)ccc3c2=O)c1	-0.3	6	-0.2	-6
Cc1cc(=O)[nH]c2nnc(SCC(=O)Nc3ccc(F)cc3)n12	-1.0	-7	0.0	-8
CC(C)NCC(=O)N(c1ccccc1)c1ccccc1	0.6	-5	0.0	0
O=C1OC(c2cccc(Br)c2)=N/C1=C\c1cc(Br)cs1	-0.7	10	0.2	7
O=C(Cn1nnc2ccccc21)OCC(=O)c1ccc([N+](=O)[O-])cc1	0.4	-11	-0.4	1
C/C(=C\c1ccco1)CN1CCc2nnc(CNC(=O)C3CCOC3)n2CC1 (stereo not given)	-1.2	4	0.2	14
CCN(CC)S(=O)(=O)c1cc(C(=O)OCC(=O)Nc2ccc(C(N)=O)cc2)ccc1C	-0.3	1	0.6	8
Fc1ccccc1C1Oc2ccccc2C2=C1C(c1cccnc1)n1nnnc1N2 (stereo not given)	0.7	7	0.1	-2
COc1ccc2nc(C)cc(N3CCN(C(C)=O)CC3)c2c1	3.7	0	-0.1	15
CCc1ccccc1NC(=O)c1c(NC(=O)c2cccs2)sc2c1CCC2	-0.9	-5	0.0	-9
CCc1ccc(NC(=O)c2oc(=O)c3ccccc3c2-c2ccc(C)cc2)cc1	-1.8	15	-0.1	15
CCCC(=O)Nc1ccc(C(=O)Nc2ccc([N+](=O)[O-])cc2OC)cc1	0.7	-11	-0.1	6
COC(=O)c1c(OC2CCCC2)cc(=O)n2c1CCN(C(=O)CCn1cccn1)CC2	-0.2	10	0.0	-1
COCCN1CCCc2ccc(NC(=O)c3ccccc3C)cc21	0.6	14	0.0	-28
CCOCCCNC(=O)CCCn1c2ccccc2c2cn[nH]c(=O)c21	-0.2	-3	-0.1	5
